Compound activity (PubChem BioAssay)
PDI turbidity = inhibitors of human protein disulfide isomerase. P07237. PDI insulin aggregation turbidity, A650, 90 min. inhibition, % at 10 µM. 350,000 compounds, 0.052% hits. AID 588391;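 active = mean inhibition across replicates of 30% or more, whatever share of single replicates reach that level; inconclusive = mean inhibition below 30% while every single replicate reaches 30%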;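 also: absorbance from insulin aggregation driven by PDI reduction with DTT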
Target sequence (P07237 whole entry, looked up): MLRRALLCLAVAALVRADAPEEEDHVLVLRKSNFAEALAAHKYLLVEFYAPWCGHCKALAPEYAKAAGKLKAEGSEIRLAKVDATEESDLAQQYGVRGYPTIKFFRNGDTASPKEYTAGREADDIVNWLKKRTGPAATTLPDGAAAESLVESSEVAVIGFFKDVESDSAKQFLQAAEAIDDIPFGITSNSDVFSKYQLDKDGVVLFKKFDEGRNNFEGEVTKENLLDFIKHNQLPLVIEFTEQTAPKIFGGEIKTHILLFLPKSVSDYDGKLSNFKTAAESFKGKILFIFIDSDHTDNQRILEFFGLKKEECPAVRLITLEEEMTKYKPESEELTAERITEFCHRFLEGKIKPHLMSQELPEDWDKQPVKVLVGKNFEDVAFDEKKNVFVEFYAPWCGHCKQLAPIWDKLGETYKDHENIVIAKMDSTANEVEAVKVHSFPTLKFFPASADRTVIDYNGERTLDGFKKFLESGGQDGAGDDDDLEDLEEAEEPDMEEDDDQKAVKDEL
H9c2 protect = modulators protecting cardiomyocytes from myocardial damage. protection from H2O2 cell death, % at 20 µM. 360,000 compounds, 0.63% hits. H9c2 cardiomyocytes, H2O2 injury protection, ATPLite, 2 h;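 active = compounds giving at least 50% protection of heart cells from peroxide-induced death in the single-dose screen, raw or plate-pattern-corrected value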;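 also: 0% = DMSO wells with peroxide and 100% = DMSO wells without peroxide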
Glyco luc inh = N-linked glycosylation inhibition; D54 ERlucT glycosylation luciferase reporter, 24 h; percent of 100 nM tunicamycin response; reporter increase, % at 12.5 µM; 360,000 compounds, 0.23% hits; AID 588692;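 active = mean luciferase reporter signal, scaled so untreated is 0 and the glycosylation-blocking control 100, at or above a set limit in every replicate; inconclusive = mean reaches the limit but not every replicate does; inactive = mean below the limit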;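 also: luciferase carries N-glycosylation sites so blocking glycosylation raises the light; 0% = median of neutral control wells and 100% = median of 100 nM tunicamycin wells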
CaV13 ICDI inh = Disruptors of the CACNA1D IQ motif to Ca2+-dependent inactivation inhibitor domain association, primary screening, Förster resonance energy transfer in intact living … | 340,000 compounds, 0.098% hits | inhibition, % at 12.3 µM | HEK cells, CFP/YFP FRET ICDI-IQ, plate reader, 10 min; percent FRET-ratio fall versus neutral wells;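 active = mean replicate inhibition of at least 30% and at least 1% of replicates passing that level; inconclusive = only one of the two criteria is met; inactive = neither criterion is met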;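 also: 0% = median of the neutral control wells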
Vif inh = HIV Vif inhibition | HEK293T cells, Vif self-association by quenched fluorescence, imaging, 24 h | inhibition, % at 7.49 µM | 340,000 compounds, 0.35% hits | AID 602346; in the data active = inhibition above about 50%, passing the limit was not always enough; inconclusive = no clear call, values can overlap the other calls; inactive = below about 31%; also: some results filed as inactive read as strong as hits
Exocytosis inh = lytic granule exocytosis inhibition. TALL-104 LAMP-1 surface exposure, flow cytometry; cells stimulated with thapsigargin and PMA. inhibition, % at 10 µM. 360,000 compounds, 0.66% hits. AID 651702;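 active = inhibition above about 55%, limit read from the data; inconclusive = no clear call, values can overlap the other calls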
m5-HT2A agonist = agonists of mouse serotonin 5-HT2A receptor (HTR2A). P35363. CHO-K1 mHTR2A beta-arrestin complementation, luminescence; percent of 30 µM serotonin response. activation, % at 7.6 µM. 360,000 compounds, 0.66% hits. AID 624169;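 active = activation above a run cutoff, the mean activation of all tested compounds plus 3 SD, cut at about 14% in these data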;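 also: 0% = plate median of compound wells and 100% = 30 µM serotonin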
Target sequence (P35363 whole entry, looked up): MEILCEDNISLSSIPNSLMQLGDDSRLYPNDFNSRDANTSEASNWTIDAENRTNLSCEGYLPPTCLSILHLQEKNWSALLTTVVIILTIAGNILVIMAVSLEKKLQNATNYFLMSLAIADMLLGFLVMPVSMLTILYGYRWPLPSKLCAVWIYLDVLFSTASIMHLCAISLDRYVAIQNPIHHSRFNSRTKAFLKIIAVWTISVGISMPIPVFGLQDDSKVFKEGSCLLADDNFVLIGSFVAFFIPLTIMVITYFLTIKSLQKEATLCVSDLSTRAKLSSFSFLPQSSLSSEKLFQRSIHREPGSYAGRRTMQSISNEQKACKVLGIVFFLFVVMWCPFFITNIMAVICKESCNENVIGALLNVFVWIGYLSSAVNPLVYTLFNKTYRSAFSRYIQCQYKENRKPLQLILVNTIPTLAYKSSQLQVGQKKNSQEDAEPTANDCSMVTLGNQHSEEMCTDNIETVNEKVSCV
aDG glyco act = alpha-DG glycosylation activation; Pro5-aDG cells, alpha-DG glycosylation AlphaScreen (IIH6); 0% Pro5, 100% B10-LARGE cell signal; activation, % at 10 µM; 360,000 compounds, 0.22% hits; AID 624168;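 active = activation of at least 8% versus controls, or a plate z-score of at least 8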;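 also: Pro5 are CHO cells carrying HIG-tagged alpha-DG that lacks glycosylation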
hiPSC survival = hiPSC single-cell survival enhancement | survival enhancement, % at 20 µM | ATPlite luminescence; 100% = ROCK inhibitor wells, 0% = DMSO | 360,000 compounds, 0.044% hits; in the data active = survival enhancement above about 18%;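 also: cells exposed to compounds for 16 hours before the ATP read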
ABCB6 inh 2 = blocks the human ABCB6 transporter; AID 602162; fluorescence ratio to DMSO, % at 10 µM; 360,000 compounds, 0.19% hits; K562-ABCB6 porphyrin accumulation, flow cytometry, 1 h; active compounds read low;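 active = fluorescence ratio to DMSO below 75%, the collection mean minus 3 SD; inconclusive = too few cells collected in the well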;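 also: signal is porphyrin accumulated inside mitochondria; 100% equals median channel fluorescence of DMSO control wells; lower ratio means ABCB6 inhibition with less porphyrin fluorescence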
Active calls of the source: *; ? = inconclusive; / = not tested or not shown.

The opening six compounds, to show the layout:
SMILES	PDI turbidity	H9c2 protect	Glyco luc inh	CaV13 ICDI inh	Vif inh	Exocytosis inh	m5-HT2A agonist	aDG glyco act	hiPSC survival	ABCB6 inh 2
COc1ccc(S(=O)(=O)NCCC(=O)NCc2cccs2)cc1	1	2	2	-4	/	-1	5	0.0	-1.2	102
COc1ccc(-c2ccc(CN3C(C(C)C)C(=O)N(Cc4cn(CCC5OCCO5)nn4)CCS3(=O)=O)cc2)cc1 (stereo not given)	12	-3	-2	-12	1	-3	0	0.2	8.6	97
Nc1cc(=O)[nH]c(=O)n1CC1CC1	6	4	4	-5	3	-2	2	0.1	3.1	93
O=C(NCc1ccco1)/C(=C/c1ccc(C(F)(F)F)cc1)c1nc2ccccc2[nH]1	11	-13	-1	-3	-6	4	-6	-0.3	-1.9	109
CCc1ccc(C(=O)/C=C/c2cnn(C)c2C)s1	-1	-12	-14	-5	-5	-1	-4	0.5	-3.3	99
CS(=O)(=O)c1ccccc1C(=O)N1CCN(Cc2ccccc2)CC1	-1	-1	-1	6	-4	0	7	-0.2	-0.8	97

Main list, from the start:
SMILES	PDI turbidity	H9c2 protect	Glyco luc inh	CaV13 ICDI inh	Vif inh	Exocytosis inh	m5-HT2A agonist	aDG glyco act	hiPSC survival	ABCB6 inh 2
COc1ccc(S(=O)(=O)NCCC(=O)NCc2cccs2)cc1	1	2	2	-4	/	-1	5	0.0	-1.2	102
COc1ccc(-c2ccc(CN3C(C(C)C)C(=O)N(Cc4cn(CCC5OCCO5)nn4)CCS3(=O)=O)cc2)cc1 (stereo not given)	12	-3	-2	-12	1	-3	0	0.2	8.6	97
Nc1cc(=O)[nH]c(=O)n1CC1CC1	6	4	4	-5	3	-2	2	0.1	3.1	93
O=C(NCc1ccco1)/C(=C/c1ccc(C(F)(F)F)cc1)c1nc2ccccc2[nH]1	11	-13	-1	-3	-6	4	-6	-0.3	-1.9	109
CCc1ccc(C(=O)/C=C/c2cnn(C)c2C)s1	-1	-12	-14	-5	-5	-1	-4	0.5	-3.3	99
CS(=O)(=O)c1ccccc1C(=O)N1CCN(Cc2ccccc2)CC1	-1	-1	-1	6	-4	0	7	-0.2	-0.8	97
O=C(NNC(=S)Nc1ccc(F)cc1)C1CC1c1ccc(Cl)cc1 (stereo not given)	-3	1	0	-3	-3	-2	-8	0.1	-0.1	94
Cn1nc(C(C)(C)C)cc1C(=O)NN1CCOCC1	14	5	-2	-3	1	2	1	3.4	-0.3	100
CC(=O)Nc1nc(-c2ccc(Cl)cc2)ns1	-4	-12	-4	-9	-7	3	-1	0.3	0.9	111
Cc1ccc(CN2C(=O)C(C)Oc3ccc(C)cc32)cc1 (stereo not given)	-3	-2	0	-5	-4	7	0	0.1	0.6	86
CCN1CCCC1CNC(=O)c1ccc2c(c1)NC(=O)/C(=C\c1ccccc1F)S2 (stereo not given)	-4	0	-8	-4	?	0	-6	2.5	-2.6	101
O=C(Nc1sc2c(c1C(=O)O)CCC2)c1ccccc1Cl	-25	1	0	4	-5	8	3	-0.1	-0.3	100
Cc1cc(C)n(C(=O)CN2C(=O)c3ccccc3C2=O)n1	-3	4	1	-9	3	10	1	-0.2	-1.4	92
CC(=O)n1cc(/C=N/NC(=O)c2sc(C)nc2C)c2ccccc21	-11	56*	16	-5	0	-3	4	0.0	-3.6	85
CCCN(C(=O)C1CSC2(C)CCC(=O)N12)c1c(N)n(Cc2ccccc2)c(=O)[nH]c1=O (stereo not given)	12	-2	0	-6	8	0	1	0.0	-0.6	100
CC1CCN(CC(O)COC2CC(C)CC(C)(C)C2)CC1 (stereo not given)	13	8	0	-5	16	17	-6	0.1	-0.3	93
Cc1nn(CC(=O)NCc2cccnc2)c(=O)c2ccccc12	6	5	-1	-4	11	-2	3	0.2	1.7	96
O=C(CSc1ccc(-c2ccccn2)nn1)NCc1ccccc1	3	5	-1	-1	9	4	3	0.1	-0.5	96
COc1ccc(OC)c(Nc2cc(C)c3ccccc3n2)c1	-3	-6	1	-22	-1	-13	-5	-0.1	7.4	97
CCCNC(=O)C1(C)CCN(Cc2ccc(Cl)c(Cl)c2)C1 (stereo not given)	-7	-7	1	-9	4	0	-4	0.0	1.6	91
O=C(O)c1cc(NC(=O)c2ccc3c(c2)C(=O)N(Cc2cccnc2)C3=O)cc(C(=O)O)c1	-21	-2	/	-2	/	3	0	0.0	-0.5	101
N=c1c2c(ncn1Cc1ccco1)Oc1c(ccc3ccccc13)C2c1ccccc1 (stereo not given)	-20	-22	5	-4	2	8	3	0.7	-1.5	98
N/N=c1\sc2ccccc2n1-c1ccccc1	-1	2	2	/	13	-3	7	-0.6	1.6	100
COc1ccc(-c2nc(C#N)c(NCCc3ccccc3)o2)cc1OC	5	-8	-1	/	32	1	-3	-0.1	3.2	95
CCOC(=O)Cc1csc(SCC(=O)c2c(N)n(CC(C)C)c(=O)n(C)c2=O)n1	2	-14	1	-9	-6	-5	-3	3.0	0.0	78

Entries of single compounds as entered above. Order of screens: PDI turbidity, H9c2 protect, Glyco luc inh, CaV13 ICDI inh, Vif inh, Exocytosis inh, m5-HT2A agonist, aDG glyco act, hiPSC survival, ABCB6 inh 2
Results for COc1ccc(OC)c(Nc2cc(C)c3ccccc3n2)c1 → -3, -6, 1, -22, -1, -13, -5, -0.1, 7.4, 97
Results for Nc1cc(=O)[nH]c(=O)n1CC1CC1 → 6, 4, 4, -5, 3, -2, 2, 0.1, 3.1, 93
Results for O=C(CSc1ccc(-c2ccccn2)nn1)NCc1ccccc1 → 3, 5, -1, -1, 9, 4, 3, 0.1, -0.5, 96
Results for CC1CCN(CC(O)COC2CC(C)CC(C)(C)C2)CC1 (stereo not given) → 13, 8, 0, -5, 16, 17, -6, 0.1, -0.3, 93

(list continues)
SMILES	PDI turbidity	H9c2 protect	Glyco luc inh	CaV13 ICDI inh	Vif inh	Exocytosis inh	m5-HT2A agonist	aDG glyco act	hiPSC survival	ABCB6 inh 2
CC(C)(C)NC(=O)C(=O)NNC(=O)C12CC3CC(CC(C3)C1)C2	10	-4	2	/	11	-3	9	0.0	-0.3	96
N=C1/C(=C/c2ccc(OCc3ccccc3)cc2)C(=O)N=C2SC(CC(=O)N3CCOCC3)=NN12	8	-2	-3	-3	-9	-4	-1	-0.1	-0.1	91
COc1ccc(CCNC(=O)c2ccc3c(c2)N(Cc2ccccc2)CCS3)cc1OC	-5	12	-3	-3	-3	5	-4	-0.4	0.7	103
Cn1cc(/C=N/NC(=O)c2cccc([N+](=O)[O-])c2)c2ccccc21	-8	9	0	-3	2	-1	0	-0.2	-0.4	101
O=C(NCCN1CCOCC1)c1cccc(Br)c1	-1	1	1	-5	10	-1	1	0.0	-0.5	91
CC1CN(S(=O)(=O)c2ccccc2)CN1C(=O)N1CCOCC1 (stereo not given)	15	5	0	-3	15	-6	-1	-0.1	-0.5	98
Cn1cnc2c1c(=O)n(Cc1ccccc1)c(=O)n2C	/	28	1	-7	-2	-1	-3	-0.1	-2.5	89
Cc1ccc2oc(C(=O)N(C)Cc3cnccn3)c(C)c2c1	0	-2	0	-5	-5	16	-4	0.4	0.0	101
Cc1ccc(NC(=O)COC(=O)C2C3CC4OC(=O)C2C4C3)cc1 (stereo not given)	10	-4	1	-2	-10	-9	9	-0.1	0.7	95
C=CCNC(=O)C1CC(=O)N(c2ccc(Br)cc2)C1 (stereo not given)	15	-10	3	-6	4	-1	-1	0.0	-1.1	99
CCOC(=O)c1ccccc1NC(=O)COC(=O)c1c(CC)noc1C	-9	-6	-3	-5	/	-3	-1	0.0	-0.4	94
Cc1cc2ccccn2c1C(=O)c1nc(NCc2ccco2)ncc1Cl	9	-3	0	6	10	-2	1	-0.3	2.8	102
CO/N=C\CC(=O)Nc1ccc(Cl)c(Cl)c1	2	-7	17	-2	1	2	-3	-0.1	4.1	99
COc1cccc(NC(=O)CN(C)C(=O)CNC(=O)c2ccc(C)s2)c1	4	2	1	-5	1	-8	2	-0.1	-0.4	96
CC(C)(C)OC(=O)N1CCC[C@H]1c1nnc(SCc2ccccc2Cl)o1	-4	-9	-2	-6	-2	1	-4	0.4	-4.4	81
CCn1c(=O)c(C(=O)Nc2cccnc2)c(O)c2ccccc21	-2	0	3	-5	-4	-5	2	0.0	0.7	123
Cc1occc1C(=O)NC1CCCCCCC1	-1	0	0	-8	-4	-2	-3	-0.1	-0.3	98
CCOC(=O)N1CCN(c2cc(=O)n(-c3ccccc3C)c(=O)[nH]2)CC1	5	1	-1	-7	-4	-2	-2	-0.4	0.1	100
CC(C)c1ccc(C2(C)NC(=O)N(CC(=O)N3CCN(C(=O)c4cccs4)CC3)C2=O)cc1 (stereo not given)	-5	-5	0	-14	?	1	0	-0.1	-2.0	99
O=C1C(Cl)=C(N2CCCCC2)C(=O)N1c1ccccc1	2	0	1	-13	/	-1	-3	0.0	0.1	99
Cc1ccc(S(=O)(=O)N2CCC(C(=O)OC(C)C(=O)NC3CCCCC3C)CC2)cc1C (stereo not given)	8	-3	-2	-3	8	0	5	1.2	-0.4	96
COc1cc(NC(=O)C2CCCO2)c(OC)cc1Cl (stereo not given)	1	-2	1	12	7	1	2	0.1	-0.4	96
CC(C)(C)C(=O)[C@@H]1[C@@H]2C(=O)N(C3CCCCC3)C(=O)[C@@H]2[C@H]2c3ccccc3C=CN12	-13	-2	0	-6	-1	1	4	0.0	4.9	97
N=c1n(Cc2ccc(Cl)cc2)c2ccccc2n1CC(O)c1ccco1 (stereo not given)	0	-35	-4	-4	9	2	-9	2.9	-3.6	94
O=C(NCc1ccncc1)c1ccccc1Nc1ccc(SC(F)F)cc1	0	3	-3	-3	-12	-4	-16	0.0	-0.7	97
Going on with the list:
SMILES	PDI turbidity	H9c2 protect	Glyco luc inh	CaV13 ICDI inh	Vif inh	Exocytosis inh	m5-HT2A agonist	aDG glyco act	hiPSC survival	ABCB6 inh 2
O=C(N/N=C/c1cccs1)[C@H]1C[C@@H]1c1ccccc1	1	-4	-7	-10	1	1	-1	-0.1	-0.3	97
O=C(CSc1nc2c(sc3ccccc32)c(=O)n1CCCN1CCOCC1)NCC1CCCO1 (stereo not given)	8	9	1	4	-5	-2	-2	-0.1	-0.4	101
O=S(=O)(NCC1CCCO1)c1cc(Cl)ccc1Br (stereo not given)	-7	6	2	/	4	3	-5	-0.3	-1.0	24*
CCCN(CC(=O)Nc1ccccc1OC)C(=O)Cn1[nH]c(=O)c2ccccc2c1=O	2	31	-2	-3	-1	-2	5	0.1	-0.1	102
CCOc1ccc(C(C(=O)NC(C)(C)C)N(CCOC)C(=O)CCC(=O)Nc2ccccn2)cc1 (stereo not given)	12	2	3	-5	-9	-11	2	0.0	-0.4	96
Cc1c(C(=O)C(=O)N2CCN(Cc3ccc4c(c3)OCO4)CC2)c2ccccc2n1C	10	6	-3	-16	3	-2	-2	-0.4	-0.6	98
COc1ccc(C(=O)NC(=O)Nc2ncccc2C)cc1	15	-8	1	-4	8	1	2	-0.3	-0.2	98
